Apaf1 inhib: inhibitors of human Apaf-1 apoptosome, primary screen, biochemical, DEVD-Rh110 fluorescence, uHTS; reconstituted apoptosome caspase-3 activity; inhibition, % at 20 µM; 0.71% of 330,000 active; AID 489030, 2010; active = inhibition of at least 40% at 20 µM;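 also: plate controls were DMSO wells for no effect and DEVD-CHO caspase inhibitor wells for full effect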
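System – cell-free apoptosome with Apaf-1, procaspase-3 and caspase-9 · Buffer or medium – pH 7.5 Hepes buffer with CHAPS, BSA, DTT · Also added – cytochrome c with DEVD-Rh110 · Times – 30 min compound preincubation, 50 min activation, room temperature · Technique – Rh110 fluorescence intensity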
Gli-Sufu antag: Gli-Sufu pathway antagonists, primary screen, luciferase luminescence, Sufu-KO-LIGHT cells, uHTS | Sufu-KO-LIGHT fibroblasts, Gli luciferase reporter luminescence | inhibition, % at 5 µM | 0.74% of 340,000 active;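 active = inhibition above about 55%, limit read from the data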;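 also: 0% = DMSO-treated cells and 100% = wells with medium but no cells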
Jurkat NFkB inh: inhibitors of induced NF-kB luciferase reporter, primary screen, TCR NF-kB activation inhibitor project, cell-based, luminescence, uHTS. Jurkat, PMA/ionomycin-induced NF-kB luciferase reporter. inhibition, % at 4 µM. 0.53% of 330,000 active. AID 435003, 2010
697 NFkB inh: inhibitors of PMA/ionomycin-induced NF-kB reporter, 697 cells, primary screen, B-cell NF-kB inhibitor project, cell-based, luminescence, uHTS | 697 B-cell NF-kB luciferase reporter, 16 h | AID 435022, 2010 | 0.33% of 330,000 active | inhibition, % at 4 µM; in the data active = inhibition above about 35%
UBC13 inh: UBC13 polyubiquitin chain formation inhibitors, primary screen, biochemical, TR-FRET, uHTS; Ubiquitin-conjugating enzyme E2 N (Homo sapiens), P61088; inhibition, % at 20 µM; 0.47% of 330,000 active; in the data active = inhibition above about 45%, passing the limit was not always enough
Target sequence (P61088 whole entry, looked up): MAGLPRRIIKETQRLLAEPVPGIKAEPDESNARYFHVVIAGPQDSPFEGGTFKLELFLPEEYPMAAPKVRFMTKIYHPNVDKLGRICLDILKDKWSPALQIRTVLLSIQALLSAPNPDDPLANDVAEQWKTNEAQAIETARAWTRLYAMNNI
HKDC1 inh: HKDC1 hexokinase inhibitors, primary screen, biochemical, fluorescence, uHTS | inhibition, % at 20 µM | 0.16% of 340,000 active | recombinant HKDC1, G6PDH/diaphorase resazurin coupled fluorescence | Q2TB90;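 active = inhibition above about 35% when tested at 20 µM, limit read from the data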;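 also: plate controls were DMSO wells with enzyme for no effect and DMSO wells lacking enzyme for full effect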
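test system = in-house recombinant HK5 (HKDC1) enzyme | amount = HKDC1 at 5 µg/mL | control set = DMSO-enzyme wells negative, buffer-substituted wells positive | compound = one dose of 20 µM, 1% DMSO | schedule = reaction time 90 min, room temperature, protected from light | technique = resorufin fluorescence at 613 nm | reagent = glucose with 1 mM ATP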
SENP7 block: SENP7 protease inhibitors, primary screen, biochemical, luminescence, uHTS | recombinant SENP7, Z-RLRGG-aminoluciferin luminescence, 40 min | inhibition, % at 5 µM | Sentrin-specific protease 7 (Homo sapiens), Q9BQF6 | AID 434973, 2010 | 1.5% of 330,000 active;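 active = inhibition above about 50% at the single test dose, limit read from the data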;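 also: plate controls were DMSO with enzyme for no effect and no enzyme buffer wells for full effect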
Target sequence (Q9BQF6 706-1050 limits assumed): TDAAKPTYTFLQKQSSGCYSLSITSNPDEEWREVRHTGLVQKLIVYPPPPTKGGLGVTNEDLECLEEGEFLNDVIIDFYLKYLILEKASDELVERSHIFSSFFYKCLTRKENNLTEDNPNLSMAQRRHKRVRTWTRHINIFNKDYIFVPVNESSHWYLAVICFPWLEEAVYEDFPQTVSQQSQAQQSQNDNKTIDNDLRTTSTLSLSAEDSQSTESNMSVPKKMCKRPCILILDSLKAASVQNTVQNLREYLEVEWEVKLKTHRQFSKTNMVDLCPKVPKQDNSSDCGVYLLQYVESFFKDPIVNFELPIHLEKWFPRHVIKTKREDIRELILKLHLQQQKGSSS
SENP8 inh: SENP8 protease inhibitors, primary screen, biochemical, luminescence. AID 2540, 2010. purified SENP8, Z-RLRGG-aminoluciferin cleavage. inhibition, % at 10 µM. 1.2% of 330,000 active
Target sequence (Q96LD8 whole entry, looked up): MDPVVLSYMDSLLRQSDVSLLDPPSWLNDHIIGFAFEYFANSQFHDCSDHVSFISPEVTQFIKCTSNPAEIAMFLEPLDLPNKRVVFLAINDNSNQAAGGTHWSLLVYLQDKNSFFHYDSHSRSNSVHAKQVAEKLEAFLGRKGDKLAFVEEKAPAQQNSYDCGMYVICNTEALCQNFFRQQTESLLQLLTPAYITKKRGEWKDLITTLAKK
* = called active by the depositor; nt = no result given. Rule as the data show it, unless noted: active = inhibition above about 50%; inactive = the rest.

SMILES	Apaf1 inhib	Gli-Sufu antag	Jurkat NFkB inh	697 NFkB inh	UBC13 inh	HKDC1 inh	SENP7 block	SENP8 inh
CCOc1ccc(S(=O)(=O)N2CCN(C(=O)c3ccco3)CC2)cc1	-6.2	2.0	7.6	5.0	1.8	-4.4	0.2	-7.0
COC(=O)c1sccc1NC(=O)c1ccc(OC)c(OC)c1	3.3	2.0	0.1	-1.5	15.6	3.6	7.1	3.4
Cn1c(SCC(=O)Nc2ccc3nc(SCC(=O)N4CCCC4)sc3c2)nnc1-c1ccccc1	65.8*	-0.3	-9.1	-3.2	-10.3	16.1	-13.6	-14.5
CN(CCc1ccccn1)S(=O)(=O)c1ccc(F)cc1	-16.4	-1.5	-21.8	-8.2	-5.7	-5.2	5.7	1.4
O=C(CSc1nnnn1-c1cccc2ccccc12)NC(C(=O)O)(c1ccccc1)c1ccccc1	13.2	-3.9	-13.5	0.6	-5.2	21.2	-5.2	-5.7
O=C(NNC(=O)c1cccc(S(=O)(=O)N2CCN(c3ccccc3)CC2)c1)c1ccc(Cl)cc1	18.1	-13.3	-1.0	-3.7	-15.3	-3.6	-6.0	-12.6
Cc1ccc(NC(=O)Cn2nnc(C(=O)NCc3ccco3)c2N)c(C)c1	-9.1	8.2	-3.2	-9.9	-1.6	1.9	11.1	9.6
Cc1c(OC(C)C(=O)NCCN2CCOCC2)ccc2c3c(c(=O)oc12)CCC3 (centres undefined)	5.4	13.6	-6.3	17.9	2.0	-0.2	7.1	2.1
O=C(/C=C/NCC(=O)c1ccccc1)c1ccc(Br)cc1	1.3	-12.7	0.8	2.1	1.8	-8.3	1.0	6.1
Cc1ccccc1NC(=S)N(CCN(C)C)C(C)c1cccnc1 (centres undefined)	-11.0	13.6	-7.9	14.2	1.6	-3.9	-0.6	6.0
O=C(c1cnn2ccccc12)N(Cc1ccco1)C1CCCC1	2.4	-12.6	10.2	-17.9	3.0	-4.3	5.5	2.0
COc1ccc(CN2CCc3ccccc3C2)c(OC)c1	-9.7	13.3	13.1	4.0	0.0	-4.9	4.3	4.1

Rewritten with each value named: three of the compounds above.
COC(=O)c1sccc1NC(=O)c1ccc(OC)c(OC)c1
  Apaf1 inhib = 3.3 | Gli-Sufu antag = 2.0 | Jurkat NFkB inh = 0.1 | 697 NFkB inh = -1.5 | UBC13 inh = 15.6 | HKDC1 inh = 3.6 | SENP7 block = 7.1 | SENP8 inh = 3.4

O=C(CSc1nnnn1-c1cccc2ccccc12)NC(C(=O)O)(c1ccccc1)c1ccccc1
  Apaf1 inhib = 13.2 | Gli-Sufu antag = -3.9 | Jurkat NFkB inh = -13.5 | 697 NFkB inh = 0.6 | UBC13 inh = -5.2 | HKDC1 inh = 21.2 | SENP7 block = -5.2 | SENP8 inh = -5.7

O=C(NNC(=O)c1cccc(S(=O)(=O)N2CCN(c3ccccc3)CC2)c1)c1ccc(Cl)cc1
  Apaf1 inhib = 18.1 | Gli-Sufu antag = -13.3 | Jurkat NFkB inh = -1.0 | 697 NFkB inh = -3.7 | UBC13 inh = -15.3 | HKDC1 inh = -3.6 | SENP7 block = -6.0 | SENP8 inh = -12.6

The list goes on.
SMILES	Apaf1 inhib	Gli-Sufu antag	Jurkat NFkB inh	697 NFkB inh	UBC13 inh	HKDC1 inh	SENP7 block	SENP8 inh
COc1cccc(C2CC(c3cccs3)=NN2C(=O)c2ccco2)c1O (centres undefined)	13.9	-4.1	8.2	12.5	3.2	3.8	2.1	-1.7
COc1ccc2nc(C)cc(N3CC(C)OC(C)C3)c2c1 (centres undefined)	-10.9	6.5	11.1	-12.1	5.0	-4.4	2.5	-0.5
COc1ccc([C@H]2[C@H](C(C)=O)N3N=Cc4ccccc4C3C23C(=O)OC(C)(C)OC3=O)cc1 (some centres undefined)	-0.2	5.4	3.9	4.6	-1.8	-9.4	-4.6	0.0
O=C(NC(C(=O)c1ccccc1)N1CCOCC1)c1cccs1 (centres undefined)	-2.0	10.8	-28.6	-32.3	-3.0	-0.5	11.9	0.3
O=C(NCCc1ccccc1)C1CCC(CNS(=O)(=O)c2ccc(F)cc2)CC1 (centres undefined)	0.1	-20.0	-2.1	0.6	6.9	-3.7	1.9	-7.7
CC(c1ccc(O)cc1)(c1ccc(O)cc1)c1ccc(CCBr)cc1	15.2	-1.8	9.1	-3.3	3.0	-1.7	-8.7	-15.4
COc1cccc(-c2noc(CCC(=O)NCCc3ccccc3)n2)c1	1.8	7.9	-9.0	49.4*	5.9	-4.6	1.7	-2.6
CC(C)Cn1c2c(c(O)c(C(=O)Nc3nc4ccccc4s3)c1=O)CCCC2	14.3	-1.8	-8.7	-11.1	13.8	4.3	-4.4	-8.8
Nc1nnc(CC(=O)N/N=C/c2ccc(-c3ccc(Cl)cc3Cl)o2)s1	-26.2	3.2	0.7	23.3	4.6	1.3	0.3	6.3
O=C(NC1CCC(CC2CCC(NC(=O)C(Cl)Cl)CC2)CC1)C(Cl)Cl (centres undefined)	-2.3	-7.8	3.0	8.4	6.2	-7.5	2.0	4.9
O=C(CN1CCc2ccccc2C1)Nc1ccc(Br)cc1	19.2	3.5	-13.4	13.4	-1.3	-2.0	2.8	1.5
CCOC(=O)CSc1nc2cc(OCC)ccc2cc1C#N	8.1	7.6	-133.9	-125.8	14.5	6.4	10.9	5.0
COc1ccc(OC)c(C2=Nn3c(nnc3C3CCCCC3)SC2)c1	18.5	9.5	-16.2	-18.5	8.5	0.0	-2.5	-5.5
CC1CCCCN1CC(=O)Nc1ccc(Oc2ccccc2)cc1 (centres undefined)	5.9	4.2	-8.7	-10.9	17.1	-0.6	-3.7	2.7
COc1ccccc1C(=O)C(O)c1ccccc1OC (centres undefined)	3.4	-3.2	-1.0	2.6	0.5	-3.5	-1.0	1.6
Cc1ccccc1COc1ccc(-c2nnn(CC(=O)O)n2)cc1	-9.7	-1.5	13.5	2.7	0.7	-0.8	-12.0	-11.8
O=c1cc(C(F)(F)F)nc(SCc2cccnc2)[nH]1	0.8	-1.6	8.0	8.2	3.8	-3.2	1.3	-2.1
O=C(CCCSc1nc2ccccc2s1)NCc1ccco1	6.4	-1.3	-12.7	9.4	-0.7	3.3	-0.9	-15.5
C#CCNC(=O)C1=C[C@H](C2CC2)C[C@H](OCCCCO)O1	-4.1	-2.2	2.7	10.6	-1.8	-5.5	-1.6	-0.8
Cc1ccc(N(C(=O)Nc2ccccc2)C2=NCC(C)S2)cc1 (centres undefined)	-6.2	-2.0	-21.7	12.7	8.7	13.3	5.4	4.0
COc1cccc(CNS(=O)(=O)c2c(C(=O)N3CCCCC3)c(C)n(C)c2C)c1	-5.8	-21.5	1.7	13.7	-0.4	3.2	-2.3	2.5
COc1ccccc1CNC(=O)c1ccc(NS(=O)(=O)c2cccs2)cc1	1.8	5.7	-4.2	-5.0	-6.3	-2.3	-12.4	-9.2
NS(=O)(=O)c1cc2c(cc1Cl)NC(c1ccccc1OCC(=O)O)NS2(=O)=O (centres undefined)	-2.3	46.7	2.0	-0.6	-2.3	2.5	-1.7	-7.6
CC(=O)NNC(=O)c1[nH]c2ccc(Cl)cc2c1-c1ccccc1	7.6	2.6	9.3	11.7	-0.2	-0.8	7.9	5.2
CN(C(=O)c1ccc(NC(=O)c2ccco2)cc1)c1ccccc1	2.5	-20.0	-21.5	-8.1	2.5	-5.5	81.4*	61.2*
O=C(NCCc1ccc(Cl)cc1)C1CCCN(c2ncnc3c2nc2n3CCCCC2)C1 (centres undefined)	12.8	31.5	7.8	-4.2	5.5	3.1	11.6	2.1
Cc1ccccc1C(=O)Nc1ccc(N2CCCC2)cc1	10.4	-51.0	-24.5	-24.2	8.8	-1.5	-2.1	18.7
C[C@H](NC(=O)c1[nH]cnc1C(=O)Nc1ccc(Cl)cc1)c1ccccc1	12.1	-5.9	5.8	11.2	20.4	-1.5	1.6	1.4
O=C(COC(=O)CCCSc1nc2ccccc2[nH]1)NC(=O)NC1CCCC1	2.3	54.9	20.3	19.7	4.4	-0.2	-1.5	-3.6
Fc1cccc(NC(=S)NCCN2CCOCC2)c1	-2.1	-4.5	0.5	15.9	2.8	-2.7	-6.3	-3.3
CC1CC(C)(C)N(C(=O)CN2CCN(C)CC2)c2ccccc21 (centres undefined)	0.2	-7.9	-2.7	-3.0	-8.5	-6.9	-2.6	-10.0
COc1ccc(N2CCCn3c2nc2c3c(=O)n(Cc3ccc(C)cc3)c(=O)n2C)c(OC)c1	-100.2	6.1	-1.3	-10.4	-19.8	1.3	-1.2	-12.4
Cc1ccnc(NC(=O)c2ccc(C(=O)c3ccccc3)cc2)c1	17.6	-92.7	-54.7	-125.8	14.5	-6.2	69.5*	73.0*
COc1ccc(CN(C)C(=O)c2ccncc2)c(OC)c1	6.0	3.4	1.5	16.7	0.7	-3.8	2.0	-3.1
CC1CC(C)CN(c2nc(N(C)c3ccccc3)nc(N)c2[N+](=O)[O-])C1 (centres undefined)	10.6	6.2	-7.4	-23.0	2.9	3.2	0.1	-2.7
CCCCc1ccc(-c2csc(/C(C#N)=C\c3ccco3)n2)cc1	-1.3	-58.8	5.9	-12.0	-3.1	2.9	18.0	-2.0

Gathered by group: the entries above containing a cyano group.
SMILES	Apaf1 inhib	Gli-Sufu antag	Jurkat NFkB inh	697 NFkB inh	UBC13 inh	HKDC1 inh	SENP7 block	SENP8 inh
CCOC(=O)CSc1nc2cc(OCC)ccc2cc1C#N	8.1	7.6	-133.9	-125.8	14.5	6.4	10.9	5.0
CCCCc1ccc(-c2csc(/C(C#N)=C\c3ccco3)n2)cc1	-1.3	-58.8	5.9	-12.0	-3.1	2.9	18.0	-2.0

Next records follow:
SMILES	Apaf1 inhib	Gli-Sufu antag	Jurkat NFkB inh	697 NFkB inh	UBC13 inh	HKDC1 inh	SENP7 block	SENP8 inh
CN=c1sc(C(=O)Nc2cccc(Cl)c2)cc(=O)n1C	12.0	-19.6	5.2	33.2	-8.5	7.7	2.4	-13.0
CCOC(=O)C(=O)NN=C(c1ccccc1)c1ccccc1	-11.7	1.9	-19.8	-13.9	-5.1	-3.9	13.9	-9.2
COc1ccccc1-n1cnnc1SC(C)C(=O)NCC1CCCO1 (centres undefined)	-7.5	-3.2	2.5	11.5	1.6	-1.9	-0.5	1.7
CCOc1ccc(NC(=O)CN(C)S(=O)(=O)c2cccs2)cc1	-13.7	6.9	-23.6	-1.2	4.8	-4.2	-0.8	2.9
CC(=O)c1ccc(N2CCN(C(=O)C3CCCN(c4ncnc5c4nc4n5CCCCC4)C3)CC2)cc1 (centres undefined)	8.9	nt	-5.4	-45.8	-6.6	20.7	-13.5	-12.8
Cc1ccc(C(CC(=O)N2CCOCC2)c2ccco2)cc1 (centres undefined)	8.5	-8.1	-0.4	4.0	1.5	0.0	-2.0	-5.3
CCOC(=O)C(CC)Sc1ccc2nnc(-c3cccnc3)n2n1 (centres undefined)	-6.8	0.4	-4.9	9.8	15.2	0.6	-3.2	-1.4
CN(C)N1C(N)=C(C#N)C(c2ccc(Br)cc2)C2=C1CC(C)(C)CC2=O (centres undefined)	4.9	19.5	-12.2	0.5	1.2	3.7	-6.1	-0.8
COC(=O)c1sccc1NC(=O)CN(C)NS(=O)(=O)c1ccc(F)cc1	1.3	5.1	-0.8	22.2	-6.2	2.2	-4.8	-14.6
CSc1nsc(NC(=O)OCc2ccc(Cl)cc2)n1	-5.5	0.0	-18.7	1.1	-1.2	-2.7	-4.9	5.0
CSc1sc(C(=O)NCC2CC2)cc1S(=O)(=O)C(C)C	-17.4	27.0	1.0	-17.5	-1.3	0.8	-0.9	3.6
Cc1cccc(N2CCN(C(=O)c3ccc(CS(=O)Cc4ccc(Cl)cc4)o3)CC2)c1C (centres undefined)	30.8	6.1	1.9	-14.0	8.9	-2.8	-1.4	0.3
